Source: PubChem (The Scripps Research Institute Molecular Screening Center)
ZTA counter: counter-screen for EBNA-1 inhibitors: inhibitors of Epstein-Barr virus ZTA; P03206; ZTA-DNA binding, fluorescence polarization; inhibition, % at 11 µM; 0.15% of 320,000 active; AID 2234; in the data active = inhibition above about 33%
PAFAH1B3 inh: blocks human PAF acetylhydrolase 1B catalytic subunit 3. Q15102. recombinant PAFAH1B3, FP-rhodamine probe, fluorescence polarization. inhibition, % at 3.39 µM. 0.28% of 340,000 active. AID 492972;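 active = inhibition above the screen-wide average of all tested compounds plus 3 SD, cut at about 25% in these data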;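 also: 0% = enzyme with DMSO only and 100% = wells lacking PAFAH1B3 protein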
pPAFAH inh: pPAFAH (human) enzyme inhibition | recombinant pPAFAH, FP-rhodamine probe fluorescence polarization | inhibition, % at 3.39 µM | 1.5% of 330,000 active | AID 463082;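 active = inhibition above the mean inhibition across the screen plus 3 SD, cut at about 25% in these data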;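 also: inhibitors block binding of the rhodamine activity-based probe so polarization drops; 0% = enzyme with DMSO and 100% = wells lacking pPAFAH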
LYPLA1 inh: blocks human lysophospholipase 1, a PME1 counter-screen | inhibition, % at 5.9 µM | 0.16% of 320,000 active | AID 2174 | recombinant LYPLA1, FP-Rh probe fluorescence polarization;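 active = inhibition above the mean of all tested compounds plus 3 SD, set per campaign, cut at about 14% in these data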;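 also: inhibitors block serine hydrolase probe labeling of LYPLA1 so polarization falls; 0% = enzyme with DMSO and 100% = wells lacking LYPLA1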
LYPLA2 counter: counter-screen for PME1 inhibitors: inhibitors of human LYPLA2; recombinant LYPLA2, FP-Rh probe fluorescence polarization; inhibition, % at 5.9 µM; 0.38% of 320,000 active; AID 2177;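 active = inhibition above the screen-wide mean plus 3 SD, limit set per campaign, cut at about 26% in these data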;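 also: 0% = LYPLA2 with DMSO and 100% = wells lacking LYPLA2 enzyme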
Target sequence (O95372 whole entry, looked up): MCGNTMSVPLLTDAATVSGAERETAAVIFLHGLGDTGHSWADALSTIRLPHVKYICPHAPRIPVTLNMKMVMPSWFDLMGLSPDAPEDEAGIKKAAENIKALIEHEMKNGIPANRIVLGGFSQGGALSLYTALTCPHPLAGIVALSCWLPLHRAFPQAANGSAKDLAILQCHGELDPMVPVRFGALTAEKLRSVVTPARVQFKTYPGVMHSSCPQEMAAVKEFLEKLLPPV
PREPL inh: inhibits the human prolyl oligopeptidase-like enzyme. 0.68% of 320,000 active. recombinant PREPL, fluorescence polarization activity-based probe. Q4J6C6. AID 2751. inhibition, % at 5.96 µM; in the data active = inhibition above about 43%;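 also: 0% = enzyme with DMSO and 100% = wells lacking enzyme; many of its hits are not listed in these tables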
Target sequence (Q4J6C6 whole entry, looked up): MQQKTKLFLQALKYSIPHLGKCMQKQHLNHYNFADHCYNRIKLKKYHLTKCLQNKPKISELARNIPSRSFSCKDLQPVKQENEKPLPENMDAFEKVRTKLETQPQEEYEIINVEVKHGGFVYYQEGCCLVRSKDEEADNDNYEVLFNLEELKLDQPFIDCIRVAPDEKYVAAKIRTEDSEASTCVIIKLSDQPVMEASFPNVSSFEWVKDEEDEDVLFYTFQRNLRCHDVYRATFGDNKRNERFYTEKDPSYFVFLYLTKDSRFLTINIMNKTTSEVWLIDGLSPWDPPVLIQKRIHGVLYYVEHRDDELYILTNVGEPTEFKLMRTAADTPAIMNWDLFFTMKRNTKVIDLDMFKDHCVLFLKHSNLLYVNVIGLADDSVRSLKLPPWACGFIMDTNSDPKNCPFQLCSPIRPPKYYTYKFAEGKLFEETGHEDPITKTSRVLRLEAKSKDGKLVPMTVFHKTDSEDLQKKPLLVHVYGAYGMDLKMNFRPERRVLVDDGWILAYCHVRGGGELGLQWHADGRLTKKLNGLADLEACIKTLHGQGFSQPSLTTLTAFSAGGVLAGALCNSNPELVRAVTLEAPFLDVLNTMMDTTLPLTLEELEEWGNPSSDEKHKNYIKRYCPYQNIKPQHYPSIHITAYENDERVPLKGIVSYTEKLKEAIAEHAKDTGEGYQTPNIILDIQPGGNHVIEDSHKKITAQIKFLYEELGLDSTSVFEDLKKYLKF
EBNA-1 inhibitor: blocks EBNA-1 binding to DNA; EBNA-1 DNA binding, fluorescence polarization; inhibition, % at 14.8 µM; 0.34% of 300,000 active; AID 1950; in the data active = inhibition above about 28%
PAFAH2 FP inh: inhibitors of human PAFAH2 | Q99487 | recombinant PAFAH2, FP-rhodamine activity probe, fluorescence polarization | inhibition, % at 3.39 µM | 0.99% of 340,000 active | AID 492956;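 active = inhibition above the mean over all tested compounds plus 3 SD, cut at about 30% in these data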;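 also: inhibitors block probe labeling of enzyme so polarization drops; 0% = enzyme with DMSO and 100% = wells lacking PAFAH2 protein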
PAFAH1B2 inh: inhibitors of human PAFAH1B2 | P68402 | recombinant PAFAH1B2, FP-rhodamine activity probe, fluorescence polarization | inhibition, % at 3.39 µM | 1.2% of 340,000 active | AID 492953;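 active = inhibition above the mean of all tested compounds plus 3 SD, cut at about 24% in these data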;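 also: 0% = enzyme with DMSO and 100% = wells lacking PAFAH1B2; many of its hits are not listed in these tables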
An asterisk follows results filed as active; . = not tested or not shown. These rows are one share of the data (hit frequency here may not be typical).

SMILES | ZTA counter | PAFAH1B3 inh | pPAFAH inh | LYPLA1 inh | LYPLA2 counter | PREPL inh | EBNA-1 inhibitor | PAFAH2 FP inh | PAFAH1B2 inh
COc1ccc(CN2C(=O)c3ccccc3C2C(=O)NC2CCCC2)c(OC)c1 (stereo not given) | -1 | -1 | 1 | 2 | 1 | 11 | -10 | 3 | 6
CC(=O)Nc1ccc(Nc2cc(C(C)C)nc3c(-c4ccccc4)c(C)nn23)cc1 | 12 | 2 | 6 | 1 | 1 | 15 | 7 | 4 | 4
CN1CCCc2cc3c(C(F)(F)F)cc(=O)oc3nc21 | -1 | 1 | 4 | 1 | 0 | 0 | -6 | 2 | 3
COc1cc2c(cc1NC(=O)/C=C/c1ccccc1)oc1ccccc12 | 0 | -14 | -8 | -19 | -33 | 14 | 2 | -15 | -13
N#CCCn1cc(/C=N/NC(N)=S)c(-c2ccccc2)n1 | 7 | 0 | 4 | 2 | 4 | 4 | -4 | -1 | 2
CCN(CC)c1ccc(/C=N/NC(=O)c2ccco2)cc1 | 14 | 6 | 1 | 1 | 0 | 5 | 10 | 4 | 3
O=C1CCCC2=C1C(c1ccccc1O)C1=C(CCCC1=O)O2 | 12 | -3 | 4 | -2 | 3 | 0 | 0 | 7 | 4
CCn1c(/C=C2/C(=O)N(C)c3ccccc32)nc2ccccc2c1=O | 5 | 3 | -1 | -5 | -5 | 15 | -9 | 1 | 3
O=C(CCCn1c(=O)[nH]c2ccsc2c1=O)NC1CCCCC1 | 3 | 7 | 3 | 0 | 4 | 7 | 0 | -3 | -4
O=C(C(c1ccccc1)c1ccccc1)N1CCOCC1 | -7 | 7 | -2 | -3 | -5 | 2 | -5 | -3 | 8
Cc1ccc(C)c(N(CC(=O)NCc2ccccc2)C(=O)c2csnn2)c1 | -2 | 1 | -3 | -1 | -5 | -3 | -1 | 4 | -2
Cc1ccc(-n2nc3c(c2NC(=O)c2ccc4c(c2)OCO4)CS(=O)(=O)C3)cc1 | -10 | 2 | 4 | -4 | -3 | -6 | -4 | 4 | -1
CN1CCCN(c2ncnc3scc(-c4ccc(F)cc4)c23)CC1 | 12 | 5 | 1 | 0 | -4 | 0 | 7 | -8 | 5
Oc1c(/C=C/C=C/C=Nc2ccccc2)sc(=S)n1Cc1ccccc1 | 5 | . | 23 | -15 | -23 | 8 | 13 | . | .
COc1cc(-n2c(N)c(C(=O)NCc3ccco3)c3nc4ccccc4nc32)cc(OC)c1OC | -6 | 2 | 10 | -3 | -1 | 5 | -5 | 8 | -2
Cc1ccc(NC(=O)Nc2cccnc2)cc1 | 5 | 4 | -6 | 0 | 0 | 5 | -7 | -1 | 2
COc1ccc(NCC(=O)N/N=C/C2CCCCC2)cc1 | 13 | 8 | 21 | -3 | -4 | 5 | 1 | 2 | 1
COc1ccc(CCNC(=O)C23CN(Cc4ccccc4)CC2C(c2cccc([N+](=O)[O-])c2)=NO3)cc1 (stereo not given) | -8 | 1 | 11 | -2 | 0 | 3 | 3 | -12 | -5
O=C(CSc1ccccc1F)NC1CCS(=O)(=O)C1 (stereo not given) | -1 | 9 | 0 | 0 | -1 | -4 | -7 | -1 | 2
CCOc1ccc(N2C(=O)S/C(=C\c3ccc(O)c(OC)c3)C2=O)cc1 | -5 | 13 | 2 | -2 | 1 | 20 | -12 | 3 | 0
CCN(CC)c1nc(Oc2ccc(=O)[nH]n2)nc(N2CCOCC2)n1 | 11 | 5 | 4 | -6 | -4 | 5 | 13 | 2 | 6
O=C(Nc1nnc(SCc2ccccc2Cl)s1)c1cccc([N+](=O)[O-])c1 | -10 | 4 | 23 | 1 | 7 | 7 | 8 | 32* | 23
COCCn1c(C2CCCCC2)nc2sc3ccccc3c(=O)c2c1=O | -2 | 5 | -1 | -1 | -2 | 12 | -22 | -4 | 3
COc1ccc(C(=O)Nc2ccccc2C(=O)N2CCOCC2)cc1 | -5 | 3 | 2 | 0 | 0 | 8 | -9 | 5 | 2
CCOc1cc(CNCCc2c[nH]c3ccccc23)cc(Cl)c1OCC(N)=O | 2 | 1 | -6 | -3 | -7 | 12 | -13 | -3 | 3
CC(=O)NC(c1ccccc1)c1c(O)ccc2ccccc12 (stereo not given) | -18 | 15 | 3 | 0 | 1 | 9 | -2 | 2 | 8
CCOC(=O)CCCSc1nc2sc(C)c(C)c2c(=O)[nH]1 | 5 | 1 | 7 | 0 | 1 | -1 | 11 | 0 | 10
O=c1c(-c2nc3ccccc3s2)cccn1Cc1ccc(Cl)c(Cl)c1 | 15 | 8 | -6 | -10 | -15 | -62 | 10 | -17 | -5
Cc1ccccc1C(=O)N1CCc2c([nH]c3ccccc23)C1C(F)(F)F (stereo not given) | 5 | -8 | 2 | -2 | 1 | 6 | -1 | -1 | 2
Cc1ccc(NC(=O)NCCc2ccc(S(N)(=O)=O)cc2)cc1 | 2 | 5 | 2 | -1 | -7 | -1 | 5 | 3 | -1
S=C(NCCN(C1CCCCC1)C1CCCC1)Nc1cccc(Cl)c1 | 10 | 4 | 1 | -4 | -4 | 38 | -1 | 9 | -3
CCOC(=O)C1CCN(C(=O)COc2ccc(S(=O)(=O)N3CCOCC3)cc2C)CC1 | -3 | 4 | 0 | -3 | -1 | -12 | -6 | 6 | 3
Cc1ccccc1CN1C(=O)c2ccccc2S1(=O)=O | -19 | -2 | 3 | -1 | 3 | 1 | -5 | 1 | 2
CCOC(=O)C1C(c2cc(OC)c(O)c(OC)c2)NC(=S)NC1(O)C(F)(F)F (stereo not given) | 14 | 10 | -1 | -3 | 6 | 21 | 4 | -1 | 9
Cc1ccc(NC(=O)CCOc2ccccc2C)cc1C | 0 | 8 | 5 | -6 | -2 | -8 | -4 | 4 | 0
Cn1cnc([N+](=O)[O-])c1Nc1cccc(O)c1 | -9 | 1 | 4 | -2 | -4 | 7 | -10 | 0 | -5
CCc1cccc(CC)c1NC(=S)NCCc1ccc(O)c(O)c1 | -12 | 16 | 2 | 4 | 4 | -8 | -8 | 7 | 12
C=CCc1ccc(OCCCN2CCCC(C)C2)c(OC)c1 (stereo not given) | 12 | 9 | 0 | 4 | 6 | 13 | 6 | 0 | 4
CCOC(=O)c1cc(=O)c2ccc(OCC(=O)Nc3ccccc3)cc2o1 | -22 | -3 | -9 | -1 | -3 | 7 | -15 | 1 | 5
Cc1cccc(OCC(=O)Nc2ccccc2N2CCN(C)CC2)c1 | 0 | -1 | 2 | 1 | -5 | -1 | 7 | 7 | -4
COC(=O)[C@H](C)[C@@H]1C[C@@]1(C)[C@@H](NC(=O)OCc1ccccc1)c1ccccc1 | -21 | 11 | 2 | -2 | -6 | -8 | -4 | -1 | 4
COc1ccc(N(C(=O)c2ccc3c(c2)OCO3)C2C=CS(=O)(=O)C2)c(OC)c1 (stereo not given) | 8 | 6 | 1 | 2 | -1 | -5 | -3 | -3 | 1
CC(C)c1cccc(C(C)C)c1NC(=O)CNCC(O)c1ccccc1 (stereo not given) | -17 | 7 | 0 | 0 | 3 | -5 | 4 | -10 | 12
CC1=C(Cl)C2=NS(=O)(=O)CCN2C=C1Cl | 4 | -2 | 3 | -1 | -1 | 2 | 3 | 2 | 3
Cc1cc(N2C(=O)c3ccc(C(=O)NCc4ccccc4)cc3C2=O)no1 | 6 | 3 | 1 | -2 | -3 | 9 | 5 | 5 | -2
Nc1nonc1/C(=N/O)N1CCCC1 | -20 | 5 | 2 | 2 | 1 | -8 | -21 | 4 | 7
O=C(NCc1nnc(SCC(=O)N2CCCCCC2)o1)c1ccco1 | -12 | 15 | 10 | -1 | 0 | 2 | -9 | 5 | 6
CCN(CC)Cc1c(C(=O)N/N=C/c2cccc(OCc3cccc(Cl)c3)c2)nnn1-c1nonc1N | 4 | -16 | 3 | 0 | -5 | -2 | -6 | -18 | -8

Whole records as entered above. Order of screens: ZTA counter | PAFAH1B3 inh | pPAFAH inh | LYPLA1 inh | LYPLA2 counter | PREPL inh | EBNA-1 inhibitor | PAFAH2 FP inh | PAFAH1B2 inh
Record of Cc1cc(N2C(=O)c3ccc(C(=O)NCc4ccccc4)cc3C2=O)no1 → 6 | 3 | 1 | -2 | -3 | 9 | 5 | 5 | -2
Record of O=C1CCCC2=C1C(c1ccccc1O)C1=C(CCCC1=O)O2 → 12 | -3 | 4 | -2 | 3 | 0 | 0 | 7 | 4

(next part)
SMILES | ZTA counter | PAFAH1B3 inh | pPAFAH inh | LYPLA1 inh | LYPLA2 counter | PREPL inh | EBNA-1 inhibitor | PAFAH2 FP inh | PAFAH1B2 inh
O=C(NC(=S)Nc1ccc2oc(-c3cccnc3)nc2c1)c1cccc(Cl)c1 | 5 | -2 | -5 | -1 | 3 | 9 | -5 | 2 | 2
COC(=O)c1c(-c2ccccc2OC)sc2ccccc12 | 13 | -2 | 0 | -2 | -8 | 1 | . | -1 | 9
Cc1cccc(OCC(=O)Nc2ccccc2N2CCCCC2)c1C | -15 | 6 | 3 | 2 | -2 | -1 | -5 | 5 | 0
Cc1ccccc1NC(=O)Nc1ccc2c(c1)CCC2 | -2 | 11 | 2 | -4 | -6 | 1 | 13 | 4 | -4
Cc1ccc(-c2csc3ncn(CC(=O)OC(C)C)c(=O)c23)cc1 | 0 | 11 | 5 | 1 | 2 | 0 | 4 | 0 | 1
CCN(C(=O)COC(=O)/C=C/c1ccc(F)cc1)C1CCCCC1 | . | 4 | 7 | . | . | 14 | . | -3 | 3
CC(=O)c1ccc2noc(-c3ccc(C)cc3)c2c1 | -4 | 7 | 4 | -3 | 1 | 6 | 0 | 0 | 2
COc1ccc(NC(=O)CSc2n[nH]c(-c3ccco3)n2)cc1 | 7 | 0 | 2 | -5 | -4 | -7 | 3 | 8 | 2
O=C(O)C1OC(Oc2c(-c3ccc(O)c(O)c3)oc3cc(O)cc(O)c3c2=O)C(O)C(O)C1O (stereo not given) | 2 | . | -2 | -7 | -12 | 4 | -5 | . | .
O=C(c1ccco1)N1CCCC(Nc2ccc3c(c2)OCCO3)C1 (stereo not given) | -10 | 2 | 0 | 0 | 6 | 1 | -13 | -2 | 5
C[C@@H](NC(=O)c1cc2c([nH]c3ccccc32)c(-c2ccccc2)n1)C(=O)O | -1 | 5 | -1 | -1 | -4 | 1 | 18 | 6 | 0
CCCCNC(=S)N(C)/N=C/c1c(F)cccc1F | -12 | -1 | 3 | -4 | -6 | -8 | -4 | -5 | 5
CCS(=O)(=O)N1CCC(C(=O)NCCCN2CCCC2)CC1 | -8 | 1 | 5 | -1 | 2 | 2 | 1 | -10 | -2
CC(=O)Nc1ccc(S(=O)(=O)N2CCN(C34CC5CC(CC(C5)C3)C4)CC2)cc1 | 1 | 8 | 1 | 1 | 6 | -1 | 4 | -7 | 6
CC(C)COc1ccc(Br)cc1CNC(C)(C)C | -9 | 2 | -4 | -3 | 2 | 33 | 1 | -9 | 3
Fc1cccc(Nc2nc(Cl)nc(Cl)n2)c1 | -13 | 0 | -2 | 1 | 0 | -2 | 0 | -6 | 4
COc1ccc(Cl)cc1C(=O)OCC(=O)Nc1cccnc1Cl | -16 | 4 | 5 | -1 | 3 | -4 | . | 6 | -2
COc1ccc(C(=O)CCC(=O)Nc2cccnc2)cc1 | -21 | 8 | 1 | 2 | 6 | 7 | 14 | 1 | 2
CCN(CC(=O)Nc1ccc2c(c1)OCCO2)C(=O)c1ccc([N+](=O)[O-])s1 | -29 | 8 | 3 | 1 | 7 | 17 | . | 5 | 1
O=C(Nc1ccc(N2CCCCC2)cc1)c1cc([N+](=O)[O-])cc([N+](=O)[O-])c1 | -5 | 1 | 0 | 5 | 8 | -6 | -10 | 4 | -2

Shown as a hit in PAFAH2 FP inh, among the entries above:
SMILES,PAFAH1B3 inh,pPAFAH inh,PREPL inh,EBNA-1 inhibitor,PAFAH2 FP inh,PAFAH1B2 inh
O=C(Nc1nnc(SCc2ccccc2Cl)s1)c1cccc([N+](=O)[O-])c1,4,23,7,8,32*,23
